# AmpC inh no detg: qHTS Inhibitors of AmpC Beta-Lactamase (assay without detergent); P00811; AmpC nitrocefin hydrolysis, absorbance 480 nm, 0.0001% Triton; Potency, µM (doses to about 57.1 µM), without a hit: at the highest dose activity change, negative = inhibition, hits mostly inhibitors; hit rate 0.52% among 330,000;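 also: potency is read from the fitted curve at half-maximal effect; plate controls were no compound for no effect and no enzyme for full effect; nearly all actives have a fitted effect of over 20% in size; some results filed as inactive show a strong effect at the top dose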
# Target sequence (P00811 whole entry, looked up): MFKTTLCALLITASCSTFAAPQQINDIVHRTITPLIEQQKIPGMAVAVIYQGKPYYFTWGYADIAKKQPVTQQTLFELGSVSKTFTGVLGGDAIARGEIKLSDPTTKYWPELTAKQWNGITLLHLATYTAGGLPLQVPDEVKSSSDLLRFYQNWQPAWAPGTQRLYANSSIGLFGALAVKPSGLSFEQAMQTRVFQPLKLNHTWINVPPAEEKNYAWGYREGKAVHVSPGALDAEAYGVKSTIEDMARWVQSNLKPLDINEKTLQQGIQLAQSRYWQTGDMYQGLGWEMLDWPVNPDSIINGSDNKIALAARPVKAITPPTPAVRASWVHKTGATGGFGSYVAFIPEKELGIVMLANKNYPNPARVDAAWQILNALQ
#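 20 mM phosphate pH 7.0 + 0.01% (detergent screen) or 0.0001% Triton X-100; 5.3 nM AmpC reagent; cpd preinc 15 min RT; nitrocefin (800 uM stock) to start; A480 q20 s × 4 min; Activity was normalised to no-enzyme and no-compound control wells.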
# Cycloheximide cs: Cycloheximide Counterscreen for Small Molecule Inhibitors of Shiga Toxin | max response, % | hit rate 12% among 300,000 | cell reporter, cycloheximide protein synthesis inhibition counterscreen; in the data active = max response mostly above about 13%, no sharp cut-off; inactive = mostly below about 14%; also: read at 38.3 µM for the half of the compounds with a filed dose; 0% is about no effect
# HCMV antiviral: qHTS Assay for inhibitors of the human cytomegalovirus (HCMV). HFF cells, HCMV-luciferase reporter, 72 h; stronger effect = lower value. activity change, negative = inhibition, % at 57.5 µM. hit rate 4.5% among 410,000; in the data active = activity change below about -60%; inconclusive = no clear call, values can overlap the other calls; inactive = above about -39%; also: % is scaled to controls: 0 for no effect and ±100 for the full control effect
#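 Luciferase read-out from HCMV-luciferase-infected HFFs (MOI 1 PFU/cell) 72 h post infection at 37C; compounds added after 16 h cell attachment; activity normalized between buffer-only basal and Salinomycin (10uM) inhibitor controls.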
# FBPA Giardia inh: qHTS Assay for Inhibitors of Fructose-1,6-bisphosphate Aldolase from Giardia Lamblia. purified Giardia FBPA. A8B2U2. AID 2451, 2010. Potency, µM (titrated, usually from 59.6 µM), inactives show at the highest dose activity, negative = inhibition, actives largely listed as inhibitors. hit rate 0.71% among 290,000; also: potency is read from the fitted curve at half-maximal effect; % is scaled to controls: 0 for no effect and ±100 for the full control effect; nearly all actives have a fitted effect of over 55% in size
# Target sequence (A8B2U2 whole entry, looked up): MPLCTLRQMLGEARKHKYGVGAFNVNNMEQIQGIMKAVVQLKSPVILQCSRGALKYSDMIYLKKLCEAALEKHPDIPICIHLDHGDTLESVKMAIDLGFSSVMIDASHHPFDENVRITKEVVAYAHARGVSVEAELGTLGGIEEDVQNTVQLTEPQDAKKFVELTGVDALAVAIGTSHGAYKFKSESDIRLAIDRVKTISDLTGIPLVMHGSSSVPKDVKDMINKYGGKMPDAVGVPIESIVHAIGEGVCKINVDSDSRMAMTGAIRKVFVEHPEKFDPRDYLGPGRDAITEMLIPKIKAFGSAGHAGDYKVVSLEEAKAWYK
#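 40 nM FBPA preincubated 10 min at RT with compound (up to 57.5 uM final), then substrate plus GAPDH/TPI/NAD/arsenate coupling and diaphorase/resazurin added. Fluorescence read after 20 min at RT, 525/598 nm.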
# Shiga inhibitor: A qHTS for Small Molecule Inhibitors of Shiga Toxin; Vero cells, Shiga toxin protein synthesis inhibition reporter; inhibition, % at 38.7 µM; hit rate 9.2% among 290,000; AID 2315, 2010; in the data active = inhibition mostly above about 28%, no sharp cut-off; inactive = mostly below about 43%; also: 0% is about no effect
# AMA1-RON2 inh: qHTS for Inhibitors of AMA1-RON; Towards Development of Antimalarial Drug Lead: Primary Screen | AlphaScreen AMA1-biotinylated RON2 peptide binding | Potency, µM (titrated, usually from 58.2 µM), without a hit: at the top dose activity change, negative = inhibition, actives largely listed as inhibitors | hit rate 0.2% among 360,000;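 also: potency is read from the fitted curve at half-maximal effect; 0% = vehicle wells and -100% = peptide control; nearly all actives have a fitted effect of over 45% in size; some results filed as inactive show a strong effect at the top dose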
#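 AMA1 (3D7) with his tag at 25 nM final met compounds first, then biotinylated RON2 peptide at 25 nM; detection used donor plus acceptor beads, 10 µg/mL apiece, read by AlphaScreen after 30 min at room temperature.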
# AmpC inh detg: qHTS Inhibitors of AmpC Beta-Lactamase (assay with detergent); AmpC hydrolysis of nitrocefin, absorbance 480 nm, 0.01% Triton; Potency, µM (series often up to 114 µM), for inactives: at the top dose activity change, negative = inhibition, usual class: inhibitors; hit rate 0.041% among 370,000;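 also: potency is read from the fitted curve at half-maximal effect; 0% = no-compound wells and -100% = no-enzyme wells; nearly all actives have a fitted effect of over 25% in size; some results filed as inactive show a strong effect at the top dose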
#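 AmpC (5.3 nM in the dispensed reagent) in 20 mM phosphate pH 7.0 with 0.01% (detergent screen) or 0.0001% Triton X-100 was preincubated with compounds for 15 min at room temperature. Nitrocefin was then added from an 800 uM solution, and hydrolysis was followed at 480 nm.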
# * = called active by the depositor; ? = inconclusive; . = not tested or not shown; [ ] = remark or other dose. Unless noted, calls follow the shape of the dose curve; as a rule, active = well fitted curve in the direction sought with a large enough effect; inconclusive = small, poorly fitted or top-dose-only effect, or another doubt; inactive = no such curve, though single readings can be large; an effect the other way counts as inactive or inconclusive.
no.	SMILES	AmpC inh no detg	Cycloheximide cs	HCMV antiviral	FBPA Giardia inh	Shiga inhibitor	AMA1-RON2 inh	AmpC inh detg
1	CCOC(=O)C1CCCN(C(=O)c2ccc3c(c2)OCCO3)C1 (stereo not drawn)	-21%	.	-17	.	.	-4%	-7%
2	CC(OC(=O)C1=NNC(=O)CC1)C(=O)Nc1ncc(Cl)cc1Cl (stereo not drawn)	0%	-5	13	1%	25	14%	2%
3	O=C(NC(Cc1ccccc1)C(=O)O)/C(=C/c1ccccc1)NC(=O)c1ccco1 (stereo not drawn)	-28%	18	38	0%	-5	6%	-1%
4	CC(C)N(Cc1nnc(-c2ccccc2Cl)o1)C(=O)c1cccc(C#N)c1	-3%	-3	.	1%	-17	.	-9%
5	CC(Sc1nn(-c2ccccc2)c(=S)s1)C(=O)NCC1CCCO1 (stereo not drawn)	57%	.	-22	.	.	0%	-11%
6	CNC(=O)c1ccc(N(Cc2ccccc2)S(C)(=O)=O)cc1	-8%	-3	37	7%	-5	10%	-18%
7	Cc1ccc(C(=O)OCC(=O)Nc2c(Cl)cc(S(N)(=O)=O)cc2Cl)o1	0%	-2	0	1%	-3	4%	1%
8	COc1ccc(CN2C(=O)NC(=O)/C(=C\c3cccc(OC)c3OC)C2=O)cc1	-41%	-10	-15	7%	-11	-4%	-2%
9	CC(C)CC(C(=O)Nc1ccccc1)N1C(=O)C2C3C=CC(C3)C2C1=O (stereo not drawn)	-11%	-1	9	1%	-2	3%	-1%
10	CN(C)S(=O)(=O)c1cccc(NC(=S)N/N=C/c2ccc(O)c(O)c2O)c1	?	13	-30	16µM*	23	-4%	-1%
11	C=CCN1C(=O)c2ccc(C(=O)N(C)Cc3ccc(C)o3)cc2C1=O	8%	.	-15	.	.	81%[activator]	-1%
12	O=C(CCC1CCCN(C(=O)c2cccs2)C1)N1CCN(c2ccccn2)CC1 (stereo not drawn)	21%	-1	-30	6%	-3	-6%	-2%
13	COc1ccc(OC)c(N(CC(=O)NC2CC2)S(=O)(=O)c2ccc(C)cc2)c1	44%	3	-11	-2%	29	3%	-8%
14	CN(C)/C=C(/C(=O)c1ccc(Cl)c(Cl)c1)S(C)(=O)=O	-3%	-2	-4	5%	-4	4%	-8%
15	Fc1ccc(CNC2CN3CCC2CC3)cc1 (stereo not drawn)	-21%	-2	12	?	7	1%	5%
16	COC(=O)CCN(C(=O)C12CC3CC(CC(C3)C1)C2)c1ccccn1	29%	3	?	3%	-6	3%	0%
17	Cc1noc(C)c1COc1cccc(C(=O)OC(C)C#N)c1 (stereo not drawn)	3%	-1	22	1%	7	3%	-1%
18	COc1ccc(CNC(=O)CN(Cc2ccco2)C(=O)CNS(=O)(=O)c2ccc(F)cc2)cc1	-5%	-5	-18	.	-6	14%	5%
19	CC(CNC(=O)c1cc(COc2c(F)cccc2F)on1)Oc1cccnc1 (stereo not drawn)	3%	3	-27	-7%	6	2%	-1%
20	CCOC(=O)Cn1cc(C#N)c2ccccc21	-4%	-4	-2	-7%	-12	-8%	1%
21	CC(=O)c1ccc(NC(=S)NCCCN2CCOCC2)cc1	-24%	3	-38	1%	17	3%	1%
22	COc1ccc(S(=O)(=O)N2CCOCC2)cc1N(C)S(=O)(=O)c1ccc(C)cc1	77%[activator]	7	?	.	-29	-8%	3%
23	COc1c(O)cc2oc(-c3ccc(O)c(O)c3)cc(=O)c2c1O	-51%	45*	5	?	69*	?	-7%
24	COc1ccc(Oc2ccc(N/C=C3\CCCC3=O)cc2)cc1	-20%	13	-1	-12%	24	-17%	-8%
25	COCCNC(=O)NC(=O)COC(=O)Cc1ccc2c(c1)OCCO2	-8%	3	15	6%	6	1%	3%
26	Cc1ccc(-n2nc3c(=O)n(CC(=O)NCCc4ccco4)nc(C)c3c2C)cc1	-10%	17	0	4%	-15	2%	3%
27	N#CCCN1CCN(Cn2c3ccccc3c3ccccc32)CC1	76%[activator]	-8	26	0%	-11	-3%	-13%
28	COc1cc(OC)c(C2N(c3ccc(Cl)c(Cl)c3)C(=O)C3CCCN32)cc1OC (stereo not drawn)	52%	1	-33	-14%	-4	-2%	-10%
29	Cc1ccc(C)c(S(=O)(=O)N2CCN(C(=O)C3CCN(c4ncnc5sc(C)c(C)c45)CC3)CC2)c1	86%[activator]	.	-67*	.	.	-9%	-8%
30	CC(Sc1nc2c(cc1C#N)CCCCC2)C(=O)O (stereo not drawn)	-6%[2.29 µM]	-2	-24	19%	6	17%	?
31	CN1CCN(/N=C/c2c(O)n(C)c(=O)n(C)c2=O)CC1	-18%	13	-26	-1%	15	46%[activator]	-4%
32	NC(=O)CSc1nnc(Cc2ccc3c(c2)OCO3)n1C1CCCCC1	-7%	12	-9	3%	4	20%	-12%
33	O=C(CCC1CCCC1)NCCCNC(=O)CCC1CCCC1	81%[activator]	1	20	2%	-1	-16%	5%
34	O=C(C1CC(=O)N(c2ccc3c(c2)OCCO3)C1)N1CCN(c2ccccc2)CC1 (stereo not drawn)	24%	17	-70*	-1%	35	-2%	-13%
35	Cc1cc(=O)oc(C)c1C(=O)N[C@@H](Cc1ccccc1)C(=O)O	-10%	8	6	-1%	-6	11%	3%
36	O=C(N/N=C/c1cn(-c2ccccc2)nc1-c1cccnc1)c1ccccc1	-22%	-1	-29	3%	5	14%	2%
37	CCN(CC)S(=O)(=O)c1cc(NC(=O)C2Cc3ccccc3C(=O)O2)ccc1C (stereo not drawn)	-22%	27*	-20	-5%	56*	12%	-11%
38	CCCSc1nnc(N)s1	-20%	-4	20	-2%	-8	2%	?
39	Cc1ccc(NC(=O)C(C)OC(=O)Cn2[nH]c(=O)c3ccccc3c2=O)cc1 (stereo not drawn)	-21%	.	-23	.	.	-4%	-14%
40	O=c1cc[nH]c2ccc([N+](=O)[O-])cc12	-15%	10	71	1%	23	8%	-11%
41	CN(C)CCCN(C(=O)c1ccc(S(=O)(=O)N2CCc3ccccc3C2)cc1)c1nc2c(F)cccc2s1	104%[activator]	32*	14	-23%	-6	-11%	5%
42	CC(=O)NC[C@H]1CN(c2ccc(N3CCOCC3)c(F)c2)C(=O)O1	-14%	-3	.	0%	18	.	-6%
43	COc1ccc(N2CCN(C(=O)c3oc4ccccc4c3NC(=O)Cc3ccc(OC)c(OC)c3)CC2)cc1	99%[activator]	-3	-9	-8%	-10	?	-11%
44	CC1Sc2ccc(C(=O)Nc3ncccc3O)cc2NC1=O (stereo not drawn)	-7%	.	38	.	.	33%[activator]	0%
45	COc1cccc2cc(C(=O)OC(C)C(=O)c3ccc(C)cc3)c(=O)oc12 (stereo not drawn)	-26%	-2	37	.	-12	-6%	-3%
46	CCCN1CCC(=O)N([C@H](CSc2ccc(C)cc2)c2ccccc2)CC1	101%[activator]	23*	47	-1%	46*	1%	7%
47	Cc1[nH]c(=O)c(C#N)c(C)c1Br	-16%	-4	16	0%	2	2%	-1%
48	COc1cc(C)c(S(=O)(=O)NCc2ccc3c(c2)OCO3)cc1C	-16%	-4	-12	1%	-13	-7%	-15%
49	CCn1cc(C(=O)OCC(=O)Nc2ccc(S(=O)(=O)N3CCCC3)cc2)c(=O)c2ccc(C)nc21	-9%	-1	26	13%	-5	11%	?
50	Nc1nc(SCc2ccc(Br)cc2)n[nH]1	-10%	27*	57	5%	53*	14%	4%
51	Cc1ccc(CSCCNC(=O)c2cccc([N+](=O)[O-])c2)cc1	-3%	5	-25	-1%	-8	-12%	-4%
52	CC(=O)c1ccc(OCC(O)CN2CCc3ccccc3C2)cc1 (stereo not drawn)	-44%	-1	32	-23%	8	14%	-19%
53	C=CCn1c(SCC(=O)Nc2nnc(CC)s2)nnc1-c1cccnc1	-8%	2	-8	.	-3	-8%	-14%
54	Cc1cc(C(=O)OCC(=O)N2CC(=O)Nc3ccccc32)c(C)n1-c1ccccc1	-4%	8	?	0%	10	-5%	5%
55	Cc1[nH]c2ccccc2c1C(=O)COC(=O)C1CC(=O)N(Cc2ccccc2)C1 (stereo not drawn)	135%[activator]	7	37	2%	14	1%	1%
56	O=C1c2ccccc2C(=O)N1CCCC(=O)N1CCCc2ccccc21	-9%	14	4	1%	18	31%[activator]	-6%
57	CCOC(=O)c1cc(=O)c2ccc(OCc3ccccc3)cc2o1	-16%	-1	8	1%	-2	7%	0%
58	O=C(NCc1ccc(Cl)cc1)c1cccc(S(=O)(=O)N2CCCC2)c1	-13%	.	-39	.	.	0%	-12%
59	COc1cc(/C=C/C(=O)Nc2nc3ccc(S(=O)(=O)NC(C)C)cc3s2)cc(OC)c1OC	-47%	-6	-32	3%	-13	-11%	-4%
60	O=C(CCC(=O)c1cccs1)OCC(=O)c1ccc(F)cc1	-50%	.	-12	.	.	-3%	.

# Next section; the last three above are carried over.
no.	SMILES	AmpC inh no detg	Cycloheximide cs	HCMV antiviral	FBPA Giardia inh	Shiga inhibitor	AMA1-RON2 inh	AmpC inh detg
58	O=C(NCc1ccc(Cl)cc1)c1cccc(S(=O)(=O)N2CCCC2)c1	-13%	.	-39	.	.	0%	-12%
59	COc1cc(/C=C/C(=O)Nc2nc3ccc(S(=O)(=O)NC(C)C)cc3s2)cc(OC)c1OC	-47%	-6	-32	3%	-13	-11%	-4%
60	O=C(CCC(=O)c1cccs1)OCC(=O)c1ccc(F)cc1	-50%	.	-12	.	.	-3%	.
61	COc1cccc(NC(=O)c2nnn(Cc3ccc(Br)cc3F)c2N)c1	-18%	13	58	-8%	28	6%	?
62	CC(C)CNc1oc(-c2ccco2)nc1C#N	-9%	8	-9	-1%	9	-27%	?
63	COc1ccccc1C1C(C(C)=O)=C(C)N=c2s/c(=C\c3cc(OC)c(OC)c(OC)c3)c(=O)n21 (stereo not drawn)	17%	-3	-12	-1%	-1	0%	?
64	CCCN(CCC)CCNC(=O)c1cc2c(C)nc3ccccc3c2o1	-13%	-5	-15	-6%	-7	4%	-10%
65	Cc1ccc2cn[nH]c2c1[N+](=O)[O-]	-17%	-5	2	-5%	-9	3%	-2%
66	CCc1noc(C)c1C(=O)Nc1cc(Cl)ccc1N1CCCC1	-6%	.	-17	.	.	-7%	?
67	COCCNc1nc(-c2ccccc2)nc2c1oc1ccccc12	35%	-3	?	-16%	5	8%	2%
68	Cn1c(CSc2nnc(SCc3ccccc3)s2)nc2ccccc21	3%	1	60	3%	-12	0%	0%
69	COc1ccc(-c2nc3ccc(N4CCCC4)cc3c(=O)[nH]2)cc1OC	-14%	1	-2	4%	-11	8%	?
70	CCS(=O)(=O)N1Cc2ccccc2CC1C(=O)N1CCN(c2cccc(C)c2C)CC1 (stereo not drawn)	46%[activator]	-2	-12	-11%	9	-15%	-8%

# High-throughput results from PubChem.
